Source: PubChem BioAssay
HTR5A ag ctr: HTR5A agonism, opioid heterodimer counter-screen | P47898 | AID 504692 | activation, % at 9.3 µM | 340,000 tested, 0.61% active | HTR5A agonist assay, luminescence, cell-based; in the data active = activation mostly above about 9.5%, no sharp cut-off; inactive = mostly below about 7.6%;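 also: 0% = cells with vehicle only and 100% = reference agonist; strong numbers were not always called active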
HTR5A inv ag: inverse agonist of human HTR5A in OPRM1-OPRD1 counter-screen; HTR5A cell line, luminescence, inverse agonism; inhibition, % at 9.3 µM; 340,000 tested, 0.083% active; in the data active = inhibition mostly above about 23%, no sharp cut-off; inactive = mostly below about 18%;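 also: 0% = cells with DMSO and 100% = no-cell wells with DMSO; some compounds called inactive have numbers as strong as hits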
MOR-DOR inv ag: inverse agonists of human mu-delta opioid receptor heterodimerization. cell-based MOR-DOR heterodimer luminescence, inverse agonism. inhibition, % at 9.3 µM. 340,000 tested, 0.21% active. P35372+P41143; in the data active = inhibition above about 22%, passing the limit was not always enough;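 also: 0% = cells with DMSO and 100% = wells without cells with DMSO; values of inactives mirror those of a sister screen read the other way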
PfHsp90 set2: inhibits growth of yeast expressing Plasmodium falciparum Hsp90; inhibition, % at 9.4 µM; 310,000 tested, 0.32% active; S. cerevisiae expressing PfHsp90, BacTiter-Glo ATP, 48 h; yeast lacking PDR1 and PDR3 efflux regulators; AID 504621;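 active = every replicate shows inhibition above about 80%, whatever the replicate mean, limit read from the data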;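 also: 0% = DMSO neutral controls and 100% = 20 µM radicicol positive controls; yeast relying on Plasmodium falciparum Hsp90 in place of its own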
SUMO Mot1 rescue: SUMOylation pathway inhibition by Mot1-301 growth rescue; S. cerevisiae Mot1-301 growth rescue, ATP luminescence, 38.5C; percent above DMSO median, 100 means doubled; growth rescue, % at 18.8 µM; 320,000 tested, 1% active; AID 2716;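 active = every valid replicate shows activation above 250% relative to neutral control wells; inactive = the rest, any valid replicate at or below 250%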;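 also: OY570 slx delta 5 strain wells were the positive control but not used for scaling; some compounds called inactive have numbers as strong as hits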
OPRM1-OPRD1 ag: OPRM1-OPRD1 heterodimerization agonism | cells, luminescence | activation, % at 9.3 µM | 340,000 tested, 0.3% active; in the data active = activation above about 18%;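 also: 0% = vehicle-treated cells and 100% = reference agonist; values of inactives mirror those of a sister screen read the other way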
phage Ecoli inh: E. coli growth loss with phage present. growth absorbance. inhibition, % at 11.9 µM. 360,000 tested, 0.26% active; in the data active = inhibition above about 11%
AddAB inh: less growth of phage-infected E. coli with AddAB; 330,000 tested, 0.29% active; AID 435030; E. coli expressing H. pylori AddAB, absorbance growth; inhibition, % at 11.9 µM; in the data active = inhibition above about 12%;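 also: 0% = vehicle wells of infected cells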
PKA-R1A activ: activators of PKA-R1A complex; P00514+P68181; PKA-R1A dissociation, Cy5-IP20 fluorescence polarization; scaled: DMSO 0%, 113 µM cGMP 100%; activation, % at 11.4 µM; 340,000 tested, 0.083% active; AID 504707;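 active = percent activation above the mean of all tested compounds plus 3 SD, cut at about 19% in these data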;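 also: higher means more PKAc released from R1A so a rise in polarization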
E coli growth: reduces bacterial viability in AddAB counter-screen. E. coli V3065 growth, OD600 absorbance, 18 h. inhibition, % at 11.9 µM. 330,000 tested, 0.27% active. AID 449728;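 active = inhibition above the campaign's mean inhibition across all tested compounds plus 3 SD, cut at about 9.9% in these data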;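 also: uninfected addAB+ strain grown without phage in ampicillin broth; 0% = DMSO wells and 100% = ciprofloxacin 0.95 µg/ml wells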
DSG3 Ab inh: blocks pemphigus antibody binding to human desmoglein-3 | binding (percent of control), % at 10 µM | 310,000 tested, 0.48% active | DSG3-coupled beads, scFv-anti-DSG3-GFP binding, flow cytometry; hits give low values | P32926;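 active = binding more than 3 SD below its plate's average and above zero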;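 also: hits lower antibody fragment binding to DSG3; some compounds called inactive have numbers as strong as hits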
Target sequence (P32926 whole entry, looked up, the tested form may be a part): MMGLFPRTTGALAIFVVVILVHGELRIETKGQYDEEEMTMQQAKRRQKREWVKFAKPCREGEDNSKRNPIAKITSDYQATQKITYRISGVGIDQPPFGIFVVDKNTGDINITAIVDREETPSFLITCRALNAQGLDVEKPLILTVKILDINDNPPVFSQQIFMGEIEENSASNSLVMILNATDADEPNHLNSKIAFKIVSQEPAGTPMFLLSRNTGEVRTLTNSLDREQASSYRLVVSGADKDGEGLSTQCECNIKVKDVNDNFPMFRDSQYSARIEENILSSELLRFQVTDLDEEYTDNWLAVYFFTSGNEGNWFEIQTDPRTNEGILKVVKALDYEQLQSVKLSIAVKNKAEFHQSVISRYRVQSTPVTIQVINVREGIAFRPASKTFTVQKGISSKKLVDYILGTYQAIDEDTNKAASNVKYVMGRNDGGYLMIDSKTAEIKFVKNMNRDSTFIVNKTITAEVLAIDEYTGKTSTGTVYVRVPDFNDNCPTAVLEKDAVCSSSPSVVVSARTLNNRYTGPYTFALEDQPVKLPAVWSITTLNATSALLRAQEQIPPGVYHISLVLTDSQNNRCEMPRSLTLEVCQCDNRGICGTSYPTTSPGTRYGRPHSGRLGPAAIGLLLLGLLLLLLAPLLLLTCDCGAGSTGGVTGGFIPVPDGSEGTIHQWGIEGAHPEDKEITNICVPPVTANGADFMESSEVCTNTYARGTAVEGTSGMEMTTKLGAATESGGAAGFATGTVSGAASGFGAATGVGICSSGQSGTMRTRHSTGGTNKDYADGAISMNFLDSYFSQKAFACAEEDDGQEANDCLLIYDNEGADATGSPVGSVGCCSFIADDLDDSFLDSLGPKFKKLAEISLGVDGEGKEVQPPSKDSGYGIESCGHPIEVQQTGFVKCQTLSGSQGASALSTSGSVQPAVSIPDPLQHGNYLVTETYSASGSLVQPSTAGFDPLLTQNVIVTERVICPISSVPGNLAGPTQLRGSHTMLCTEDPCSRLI
* hit, by the source's call; i = inactive; x = not tested or not shown.

| structure | PKA-R1A activ | phage Ecoli inh | OPRM1-OPRD1 ag | E coli growth | DSG3 Ab inh | AddAB inh | SUMO Mot1 rescue | PfHsp90 set2 | MOR-DOR inv ag | HTR5A inv ag | HTR5A ag ctr |
| --- | --- | --- | --- | --- | --- | --- | --- | --- | --- | --- | --- |
| N/C(=N\OC(=O)c1ccc(F)cc1)c1cccc([N+](=O)[O-])c1 | 8 | 0.6 | 11 | -0.5 | 97 | 3.0 | 28 | -8 | -50 | -12 | 3 |
| COc1ccc(-c2ncccc2OC(=O)C23CC4CC(CC(C4)C2)C3)cc1OC | 3 | 0.1 | 0.2 | 0.6 | 113 | -0.8 | 10 | 2 | -1 | -13 | 3 |
| COC(=O)c1c(NC(=O)c2cccc([N+](=O)[O-])c2)sc(C(N)=O)c1C | 0 | 2.2 | -0.6 | 0.2 | 87 | 1.2 | -13 | 0 | 3 | 1 | 1 |
| O=S(=O)(c1cc(F)ccc1F)N1CCN(C2CCCCC2)CC1 | -7 | 2.1 | -3.3 | 2.6 | 105 | -0.6 | -11 | -12 | 18 | -4 | -5 |
| O=C(CN1C(=O)NC2(CCCC2)C1=O)Nc1cccc(-c2nnc3n2CCCCC3)c1 | 2 | -1.5 | -0.6 | -1.4 | 105 | 4.8 | -2 | -14 | 2 | 1 | 0 |
| Cc1cc(C)cc(N(C(=O)c2ccc(Br)o2)C2C=CS(=O)(=O)C2)c1 (stereo unspecified) | -18 | 5.2 | -0.5 | 0.9 | 84 | -0.1 | i | 3 | 3 | 16 | -6 |
| COc1ccccc1CN1CC(C(=O)NCCN(C)CCc2ccccc2)CCC1=O (stereo unspecified) | -3 | -2.1 | -1.4 | -2.1 | 107 | 0.6 | 121 | -7 | 7 | 20 | 0 |
| Cc1cc(C)c(S(=O)(=O)c2c(C)cccc2C)c(OCC(C)C)n1 | 13 | 4.6 | 6.2 | -0.4 | 106 | -0.8 | -11 | 8 | -30 | 14 | -6 |
| Cc1ccc(OCCN2C(=O)c3ccccc3C2=O)c(C)c1 | -10 | 4.0 | 3.6 | 0.7 | 100 | -0.6 | -7 | x | -21 | -1 | 4 |
| Cc1cc(Br)ccc1NC(=S)NC1CCCC1 | 0 | 1.0 | -2.3 | 0.5 | x | 1.8 | 10 | 3 | 12 | 15 | -5 |
| O=C(c1ccc(S(=O)(=O)Nc2ccccc2)cc1)N1CCCC1 | 1 | 1.8 | -0.5 | 2.9 | 102 | -1.2 | -29 | x | 3 | -31 | 2 |
| CC1(C)c2[nH]c3ccccc3c2C[C@@H]2C(=O)N(Cc3ccccc3F)C(=O)N21 | -12 | 0.2 | 5.7 | 3.1 | 107 | 3.3 | 24 | -12 | -31 | 7 | -3 |
| O=C(Nc1ccc(Oc2cccnc2)cc1)C1CCN(Cc2ccccc2)CC1 | 19* | 2.3 | 2.2 | -3.8 | 104 | -4.2 | 9 | 3 | -12 | -16 | 3 |
| COC(=O)c1ccc(Cn2nc(-c3ccc(C)c(C)c3)ccc2=O)cc1 | -6 | 0.3 | 1.3 | -1.6 | 122 | -1.9 | -6 | 39 | -6 | -5 | 1 |
| CCOC(=O)Cc1csc(SCC(=O)NC2CCCC(C)C2C)n1 (stereo unspecified) | -8 | 3.0 | -1.4 | 1.6 | 101 | 2.4 | -1 | 17 | 8 | 11 | 6 |
| COc1ccc(CNC(=O)C(C)N2CCN(S(=O)(=O)c3ccccc3F)CC2)cc1 (stereo unspecified) | 10 | 3.3 | -2.4 | -2.6 | x | 2.5 | 138 | 2 | 9 | 11 | 1 |
| CCCC1(C(=O)OCC)NC(c2ccc(O)cc2)C2C(=O)N(c3ccc4c(c3)OCCO4)C(=O)C21 (stereo unspecified) | -12 | 3.1 | -2.3 | 1.1 | 104 | 3.5 | 1 | 19 | 13 | 2 | -1 |
| O=C(COC(=O)CSc1ccc([N+](=O)[O-])cc1)NCCc1ccccc1 | -4 | 7.8 | -2.7 | -0.7 | 104 | -1.7 | -5 | -3 | 13 | 14 | 4 |
| CCCOc1ccc([N+](=O)[O-])c(N)c1 | -8 | 2.2 | 2.1 | -2.3 | 97 | 0.0 | 788* | 15 | -13 | 3 | 0 |
| Cc1ccc(C(=O)NNC(=O)c2ccncc2)cc1S(=O)(=O)N1CCOCC1 | -9 | 1.7 | -1.6 | -0.7 | 91 | -0.3 | -15 | x | 10 | 3 | -2 |
| COCCNC(=O)Cn1nc(-c2ccc(C)cc2)c2ccccc2c1=O | 0 | 5.8 | -2.8 | 2.0 | 92 | -0.6 | 8 | -8 | 14 | 6 | -1 |
| CCOc1ccc(Nc2nc(N)nc(CSC(=S)N3CCOCC3)n2)cc1 | 0 | 1.6 | -1.3 | -3.5 | 107 | 0.7 | -13 | 15 | 7 | 0 | -1 |
| O=C1OCCN1N=Cc1ccco1 | -9 | 1.9 | -2.5 | x | 111 | x | x | -2 | 12 | 6 | -2 |
| O=C(COc1ncnc2ccccc12)N1CCN(C(=O)c2ccco2)CC1 | -13 | 1.6 | -3.0 | 0.3 | 101 | -0.3 | 304 | 23 | 17 | -2 | 1 |
| CCN(CC)S(=O)(=O)c1cc(C(=O)Oc2cccc(-c3cnc4ccccc4n3)c2)ccc1Br | 5 | 2.8 | -2.5 | 1.0 | 111 | 4.4 | -18 | -5 | 14 | -30 | -2 |
| CCOC(=O)c1ccc(NC(=O)C2CC(=O)N=C(N)S2)cc1 (stereo unspecified) | 6 | 4.0 | 5.0 | -0.8 | 87 | 2.6 | -14 | x | -36 | 0 | 0 |
| CCCCCOc1ccc(NS(C)(=O)=O)cc1 | -8 | 3.0 | 1.5 | -0.1 | 91 | 2.9 | 37 | -4 | -8 | 0 | 0 |
| CCN(CC)c1ccc([N+](=O)[O-])cc1C(=O)O | 10 | 1.3 | -2.2 | 1.4 | 97 | 1.0 | 0 | -34 | 12 | 24 | 0 |
| Cc1ccc(NC(=O)CSc2ncnc3ccccc23)cc1S(=O)(=O)N1CCCCCC1 | -8 | 3.6 | 2.4 | -0.2 | 128 | 0.0 | 0 | 3 | -13 | -25 | 2 |
| COc1cc(C#N)c(NC(=O)CN2CCC(C(N)=O)CC2)cc1OC | -8 | 0.1 | -3.1 | -0.8 | 153 | 1.0 | -22 | -1 | 14 | -19 | 7 |
| CCN(CC)CCNc1ccc2nnc(CCNS(=O)(=O)c3ccc(C)cc3)n2n1 | -2 | 2.6 | 0.0 | -1.2 | 95 | -2.2 | 11 | 5 | 0 | -3 | 1 |
| O=C(O)c1c(NC(=O)N2CCOCC2)sc2c1CCCC2 | 10 | 2.0 | -0.4 | 1.9 | 94 | 1.6 | 5 | -22 | 2 | -1 | 0 |
| Cc1cc(C)c(S(=O)(=O)Nc2ncccc2C)c(C)c1 | 14 | 2.0 | -0.8 | -1.7 | 105 | 1.3 | 5 | 4 | 4 | 2 | 7 |
| COCC(Cc1ccccc1)NC(=O)Cn1cc(C)c(=O)[nH]c1=O (stereo unspecified) | 0 | 3.6 | -3.9 | x | 104 | x | x | 3 | 18 | 4 | -1 |
| O=C(O)CNC(=O)/C(=C/c1ccco1)NC(=O)/C=C/c1ccccc1 | 4 | 2.0 | -1.2 | -0.3 | 97 | -0.3 | -9 | -51 | 7 | -2 | 1 |
| CC(=O)C1=C(Nc2ccccc2)CC(C)(O)C(C(C)=O)C1c1ccccc1 (stereo unspecified) | 1 | 3.9 | -2.2 | 0.7 | 116 | 3.3 | -6 | 2 | 12 | -23 | 2 |
| CN(C)S(=O)(=O)c1ccc(C(=O)NCc2nnc(SCC(=O)N3CCCCCC3)o2)cc1 | -5 | 0.1 | -1.4 | -2.0 | 104 | 1.6 | -29 | 9 | 8 | -6 | 5 |
| CC(=O)c1cccc(NC(=O)Cn2cnc(S(=O)(=O)N3CCC(C)CC3)c2)c1 | -4 | x | -0.7 | -1.9 | 82* | 2.2 | 11 | 14 | 4 | -17 | 5 |
| Cc1ccc(O)c(C(=O)c2cc(C#N)c3nc4ccccc4n3c2)c1 | -2 | 3.1 | -0.6 | 0.0 | 104 | 1.4 | -28 | -13 | 3 | -4 | 2 |
| O=C(Nc1ccc2oc(-c3ccccc3)nc2c1)c1cccnc1 | -3 | 5.1 | 1.0 | 2.1 | 119 | 3.9 | -16 | 15 | -5 | 12 | 6 |
| O=C(NCc1cccnc1)c1ccc(NC(=O)c2ccco2)cc1 | -2 | 2.3 | -1.2 | -0.9 | x | 2.8 | -10 | 2 | 8 | -14 | -5 |
| CC(=O)c1cccc(NC(=O)c2cc(S(=O)(=O)N3CCOCC3)cs2)c1 | -6 | 0.6 | -1.0 | -1.5 | 106 | 4.4 | 194 | 3 | 5 | -4 | -3 |
| COc1ccc(/C=N/OCC(=O)NCc2cccs2)c(OC)c1 | -6 | 1.7 | -4.1 | 2.4 | x | 2.5 | 208 | 11 | 21 | -10 | -4 |
| O=C1CCCC/C1=C\Nc1ccc(S(=O)(=O)Nc2cnc3ccccc3n2)cc1 | -12 | 1.2 | 0.3 | 2.6 | 101 | 3.0 | 4 | 10 | -2 | 9 | -3 |
| CCCC(=O)C1=C(O)C(C(=O)OC)C(C)(C)CC1=NC (stereo unspecified) | 5 | -0.7 | -0.6 | -1.6 | 103 | 1.1 | -4 | -18 | 3 | 2 | 3 |
| S=C(Nc1ccccc1)N(Cc1ccccc1)Cc1ccncc1 | -13 | 3.6 | -1.2 | -1.2 | 104 | 0.3 | -1 | x | 6 | -2 | 0 |
| CC(C)Cc1nnc(NC(=O)CCC(=O)N2CCC(C)CC2)s1 | 2 | 1.4 | -0.7 | -0.4 | 86 | 3.2 | -13 | -17 | 4 | -16 | 1 |
| O=C(O)C1CCCCC1C(=O)Nc1nccs1 (stereo unspecified) | 5 | 1.2 | 0.4 | -0.2 | 108 | -0.3 | -8 | 22 | -2 | 1 | 4 |
| CNc1nc(N)c([N+](=O)[O-])c(NCc2ccccc2)n1 | -4 | 4.1 | -1.7 | 0.4 | 114 | 0.7 | 0 | -2 | 9 | -31 | 2 |
| COCC(C)N=C1SCCN1Cc1ccccc1 (stereo unspecified) | -4 | 2.6 | -1.2 | 1.4 | x | 3.5 | -2 | 17 | 9 | 1 | 0 |
| CCOc1ccccc1-n1c(SCC(N)=O)nc2ccccc2c1=O | -5 | 0.0 | -0.1 | -2.0 | 102 | 0.9 | 22 | 11 | 0 | 3 | -1 |
| O=C1N(c2ccccc2C(F)(F)F)O[C@@]1(c1ccccc1)C1CCCC1 | -10 | -1.6 | 3.8 | 1.0 | 98 | 2.0 | 9 | 41 | -22 | -78 | 29* |
| CSc1nsc(SCc2cnc(C)nc2N)n1 | 4 | 3.7 | -2.6 | 0.9 | 100 | -0.5 | -33 | -9 | 15 | 24 | -2 |
| Cc1ccc2c(C)c(C(=O)N(Cc3cccs3)C3CCS(=O)(=O)C3)oc2c1 (stereo unspecified) | 3 | 2.2 | 47* | -1.0 | 97 | 1.7 | x | -2 | -282 | -18 | 1 |
